Assay outcomes (PubChem)
GC-B act = GC-B (human) receptor activation; activation, % at 10 µM; P20594; AID 1920062; hit rate 0.11% among 370,000; HEK293-GC-B cells, CNP EC30, cGMP TR-FRET; 0% at EC30 CNP, 100% saturating CNP;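 active = activation at 10 µM reaching about 35% in either raw or pattern-adjusted values, limit read from the data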
Target sequence (P20594 whole entry, looked up): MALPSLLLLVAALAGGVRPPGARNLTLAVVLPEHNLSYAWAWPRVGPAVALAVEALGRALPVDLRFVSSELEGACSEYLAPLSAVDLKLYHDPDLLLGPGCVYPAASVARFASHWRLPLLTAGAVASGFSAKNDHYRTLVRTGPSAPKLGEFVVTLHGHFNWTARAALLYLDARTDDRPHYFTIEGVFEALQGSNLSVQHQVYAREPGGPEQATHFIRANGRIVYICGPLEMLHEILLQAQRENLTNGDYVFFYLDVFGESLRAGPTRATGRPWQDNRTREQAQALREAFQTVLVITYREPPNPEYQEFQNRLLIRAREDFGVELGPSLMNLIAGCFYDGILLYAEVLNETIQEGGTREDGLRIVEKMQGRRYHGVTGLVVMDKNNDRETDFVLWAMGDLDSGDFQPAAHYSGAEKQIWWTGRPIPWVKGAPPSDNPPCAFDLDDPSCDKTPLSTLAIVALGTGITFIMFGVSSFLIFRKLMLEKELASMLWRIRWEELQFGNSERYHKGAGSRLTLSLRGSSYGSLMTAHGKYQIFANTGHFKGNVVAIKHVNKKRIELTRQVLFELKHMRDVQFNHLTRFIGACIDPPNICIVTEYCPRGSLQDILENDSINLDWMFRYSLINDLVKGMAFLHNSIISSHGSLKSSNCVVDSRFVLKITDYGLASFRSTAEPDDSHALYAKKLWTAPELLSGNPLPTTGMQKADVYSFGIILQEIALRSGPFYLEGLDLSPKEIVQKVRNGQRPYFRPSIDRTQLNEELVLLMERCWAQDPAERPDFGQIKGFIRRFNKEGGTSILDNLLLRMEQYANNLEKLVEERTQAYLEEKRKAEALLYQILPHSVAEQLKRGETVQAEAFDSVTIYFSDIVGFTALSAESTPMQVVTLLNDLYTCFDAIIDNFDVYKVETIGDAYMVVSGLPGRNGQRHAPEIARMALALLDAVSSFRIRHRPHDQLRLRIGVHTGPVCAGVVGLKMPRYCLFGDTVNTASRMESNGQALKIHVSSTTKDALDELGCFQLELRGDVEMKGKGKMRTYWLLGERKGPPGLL
TDP2 inh = TDP2 (human) inhibition, absorbance primary screen; O95551; inhibition, % at 12.8 µM; hit rate 0.34% among 370,000; recombinant TDP2, T5PNP hydrolysis, p-nitrophenol absorbance 415 nm;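 active = inhibition above the mean of all tested compounds plus 3 SD, set per campaign, cut at about 25% in these data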;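 also: 0% = DMSO with enzyme and 100% = buffer with substrate but no TDP2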
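Incubation: 2 h at 37 °C; Test system: recombinant human TDP2; Quantity: enzyme 120 nM; Read-out basis: percent inhibition; Medium: 50 mM Tris-HCl pH 7.5 with Mg2+, KCl, DTT, BSA; Repeats: single replicate; Compound: 12.8 µM single point, 1% DMSO; Signal: epi absorbance; Reagent: 5 mM T5PNP chromogenic substrate; Benchmarks: no-enzyme high, DMSO-plus-enzyme low.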
TCR CD3 inh = human TCR-CD3 binding inhibition; TAMRA-labeled TCR probe fluorescence, biochemical; inhibition, % at 9.4 µM; hit rate 0.37% among 360,000; AID 651800; in the data active = inhibition above about 19%;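 also: recombinant mutant TCR 2C K166C tagged with TAMRA read by polarization; 0% = receptor in buffer alone and 100% = receptor with positive control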
mABHD4 FP = ABHD4 (mouse) inhibition, primary FP screen; inhibition, % at 8.92 µM; Q8VD66; hit rate 0.54% among 370,000; purified mABHD4, FP-Rh probe fluorescence polarization;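 active = inhibition exceeding the mean over every tested compound plus 3 SD, cut at about 30% in these data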;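 also: 0% = plate median of compound wells and 100% = S159A mutant with DMSO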
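Doses – 8.92 µM, single dose · Material – wild-type mouse ABHD4 protein · Replication – single well per compound (singlicate) · Measure – percent inhibition of probe binding, normalized to plate controls · Schedule – 45 min compound pre-incubation plus 60 min probe step, 25 °C · Detection – fluorescence polarization with parallel and perpendicular emission, 525/598 nm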
SIAE primary = inhibitors of human sialic acid acetylesterase SIAE; Q9HAT2; SIAE FP-Rh probe binding, fluorescence polarization; inhibition, % at 9.66 µM; hit rate 0.69% among 370,000; AID 1053197;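 active = inhibition above a cutoff: mean of compounds within the control limits plus 3 SD of those, cut at about 17% in these data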;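 also: 0% = plate median of compound wells and 100% = probe without SIAE protein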
MBD2 DNA inh = blocks human MBD2 binding to methylated DNA; Q9UBB5; TR-FRET, MBD2 binding to methylated oligonucleotide; inhibition, % at 4.4 µM; hit rate 0.31% among 370,000; AID 686964; in the data active = inhibition above about 13%
PRMT1 inh = blocks human protein arginine methyltransferase 1 | hit rate 1.3% among 370,000 | recombinant PRMT1, activity-based probe fluorescence polarization | inhibition, % at 2.79 µM;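 active = inhibition above about 21% made by adding two undisclosed values, limit read from the data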
rCAG RNA binder = binds r(CAG) RNA repeats | r(CAG) RNA repeat, TO-PRO-1 dye displacement fluorescence | inhibition, % at 3 µM | hit rate 1.3% among 370,000;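 active = inhibition above the plate cutoff, the mean of all test compounds on that plate plus 3 SD, cut at about 35% in these data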;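 also: 0% = DMSO alone and 100% = 100 µM mitoxantrone as full dye displacement; higher means more dye released from RNA so lower well fluorescence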
LEDGF integ inh = blocks HIV-1 LEDGF/p75-dependent DNA integration; TR-FRET IN-LEDGF/p75 DNA integration, Eu/Cy5; inhibition, % at 3.7 µM; hit rate 0.64% among 370,000; AID 743269;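 active = inhibition above the screen-wide mean plus 3 SD, cut at about 13% in these data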;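 also: signal is the Cy5 over europium emission ratio at 671 and 618 nm; 0% = plate median of compound wells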
HTRA1 inhibitor = HTRA1 (human) protease inhibition; Q92743; recombinant HTRA1, FP-rhodamine activity-based probe, fluorescence polarization; inhibition, % at 5.96 µM; hit rate 0.5% among 340,000; in the data active = inhibition above about 36%;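 also: 0% = enzyme with DMSO and 100% = wells lacking enzyme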
Numbers without * were called inactive; . = not tested or not shown.

Compound | GC-B act | TDP2 inh | TCR CD3 inh | mABHD4 FP | SIAE primary | MBD2 DNA inh | PRMT1 inh | rCAG RNA binder | LEDGF integ inh | HTRA1 inhibitor
O=C(C1CC1)N1N=C(c2ccccc2)CC1(O)C(F)(F)C(F)(F)F (stereo unspecified) | 0 | 8 | 1 | 8 | -4 | 5 | 1 | -7 | 1 | -6
COc1ccc(OC)c(N2C(N)=NC(N)=NC23CCCC3)c1 | 0 | -9 | 16 | 1 | 1 | 0 | 0 | 0 | -6 | 4
Nc1cc(=O)[nH]c(SCC(=O)Nc2ccc(N3CCOCC3)cc2)n1 | 3 | -17 | 4 | 8 | 0 | -6 | 0 | 6 | -3 | 8
O=C(NNC(=O)c1ccc([N+](=O)[O-])o1)c1ccccc1 | 4 | 2 | 5 | 3 | 5 | -2 | 0 | 0 | 0 | 1
Cc1cc(O)c(/C=N/Nc2ccc(F)cc2)c(=O)o1 | -5 | -2 | -1 | 6 | 0 | 0 | 1 | 1 | 3 | .
O=C(Cn1c(=O)oc2cc(S(=O)(=O)N3CCCC3)ccc21)NC1CCCc2ccccc21 (stereo unspecified) | 9 | 6 | -5 | -24 | -50 | 6 | 3 | 16 | -5 | -18
CC(Sc1nc2ccccc2n1C)C(=O)NC(c1ccccc1)c1ccccc1 (stereo unspecified) | -14 | 6 | 3 | -11 | -2 | 6 | -4 | -1 | -2 | -14
O=C(CSc1nnc(NC(=O)C2CC2)s1)Nc1ccccc1 | -1 | -8 | -6 | 2 | 5 | -3 | 4 | 0 | -4 | -5
CCOC(=O)N1CCN(C(=O)CN(c2cccc(C(F)(F)F)c2)S(=O)(=O)c2ccccc2)CC1 | 1 | -3 | -8 | 1 | -3 | 7 | 2 | -7 | -4 | -10
COc1ccc(/C=C2\S/C(=N/S(=O)(=O)c3cccs3)NC2=O)cc1 | 0 | -1 | -2 | -22 | -18 | -3 | 0 | 73* | -1 | -13
O=C(CN(Cc1ccccc1F)S(=O)(=O)c1ccc(Cl)cc1)NCCCO | 2 | -5 | -4 | 6 | 1 | 1 | 4 | 0 | -3 | -4
COc1ccc(N(CC(=O)NCc2ccco2)C(=O)CCC(=O)Nc2ccccn2)cc1 | 0 | -11 | 2 | 1 | -1 | 0 | -3 | -3 | -3 | 1
CC(=O)N(C)C[C@@H]1Oc2ncc(C#Cc3ccc(F)cc3)cc2C(=O)N([C@@H](C)CO)C[C@H]1C | 4 | 0 | -5 | 0 | 2 | 1 | 0 | 5 | -3 | 4
O=C(/C=C/c1ccccc1)NC(=S)Nc1ncccn1 | -9 | 19 | -2 | 8 | -6 | 1 | 16 | 1 | 0 | -3
Nc1nc2ccc(C(=O)Nc3ccccc3)cc2s1 | -2 | -5 | 5 | 5 | -10 | 6 | 2 | 7 | 0 | -20
NNS(=O)(=O)c1ccc(Sc2ccccn2)c([N+](=O)[O-])c1 | -3 | -17 | -4 | 0 | -1 | 1 | 5 | 4 | 5 | -2
COc1ccc(CNC(=O)c2cn(Cc3ccc(S(=O)(=O)N(C)C)cc3)c(=O)s2)cc1 | -2 | 3 | 2 | 10 | -94 | 1 | 9 | 4 | -2 | .
O=C(C[n+]1cccc(NC(=O)c2ccccc2)c1)c1ccc(NC(=O)c2ccccc2)cc1 | 3 | -1 | -1 | -3 | 8 | 1 | -2 | 17 | 1 | -23
CSc1ccccc1NC(=O)COC(=O)Cc1ccsc1 | 5 | 6 | -1 | -4 | 0 | -1 | 0 | 2 | 0 | -2
C=CCNc1nc2cc(-c3ccccc3C)sc2c(=O)n1C | 11 | -8 | -10 | -10 | -12 | 1 | 6 | 2 | 0 | .
Cc1cc(NC(=NC2CC2)c2ccccc2)n(-c2ccccc2)n1 | 2 | 9 | 2 | -5 | 6 | 1 | 1 | -2 | -4 | -3
Cc1cc(C)cc(NC(=O)C(OC(=O)Cn2cnc3c2c(=O)n(C)c(=O)n3C)c2ccccc2)c1 (stereo unspecified) | -14 | 8 | 0 | 3 | 0 | -2 | 1 | 3 | -1 | -5
CC1CCCCC1NS(=O)(=O)CCNC(=O)c1ccccc1 (stereo unspecified) | -1 | 0 | 1 | -3 | -4 | -1 | 0 | -2 | 2 | -2
Cn1c(=O)c2cc(S(=O)(=O)N3CCN(Cc4ccccc4)CC3)ccc2n(C)c1=O | 0 | -2 | . | 3 | 4 | 0 | -3 | 4 | 0 | .
CC(C)OC(=O)CN1C(=O)S/C(=C/c2ccc(N3CCCCC3)o2)C1=O | -4 | -10 | 4 | 15 | 3 | 1 | 16 | 13 | 3 | -2

Next part:
Compound | GC-B act | TDP2 inh | TCR CD3 inh | mABHD4 FP | SIAE primary | MBD2 DNA inh | PRMT1 inh | rCAG RNA binder | LEDGF integ inh | HTRA1 inhibitor
Nc1nc(CCl)nc(Nc2ccccc2)n1 | -4 | 8 | -3 | -1 | -6 | -3 | -2 | 1 | 3 | 4
COC(=O)Cn1ncc2c3ccccc3n(Cc3ccccc3)c2c1=O | 12 | -6 | 5 | -15 | -3 | -4 | -4 | -7 | 0 | -14
O=C(CCCCCn1c(=O)[nH]c2ccccc2c1=O)NCCCN1CCN(c2ccccc2F)CC1 | -7 | -11 | 1 | -6 | 2 | 8 | 2 | -4 | 4 | -1
CCOc1cc(N2CCOCC2)c(OCC)cc1NC(=O)CN1C(=O)NC(Cc2ccccc2)C1=O (stereo unspecified) | -1 | -17 | 3 | 4 | 1 | 4 | 3 | -6 | -1 | 9
CCN(CC)S(=O)(=O)c1ccc(NC(=O)c2nc3nc(C)cc(C)n3n2)cc1 | 4 | -3 | 5 | 4 | -11 | 5 | 6 | -1 | -2 | .
O=C(c1ccc(Br)o1)N1CCCc2ccccc21 | -1 | 3 | 2 | -9 | 0 | -3 | 1 | -3 | -2 | 0
CN(C)S(=O)(=O)c1cccc(COC(=O)c2cccnc2Cl)c1 | 0 | -24 | -2 | -6 | 7 | -5 | 1 | -2 | 7 | 7
O=C(c1cc(-c2ccc(Cl)cc2)n(-c2cc(Cl)ccc2Cl)n1)N1CCOCC1 | -20 | 4 | 0 | 0 | 3 | 3 | -3 | -3 | -2 | 7
CC(C)CNC(=O)C(=O)NCc1ccccc1 | -2 | 4 | -2 | 2 | -1 | 2 | 5 | 0 | 1 | 5
CCOc1ccc(C(=O)n2cnnc2N)cc1 | -2 | 8 | 1 | -7 | -4 | 4 | -4 | -5 | -1 | 1
O=C(NCCCN1CCOCC1)c1cc2c(s1)CSC2 | -1 | 0 | -5 | 3 | -2 | -3 | 5 | 8 | 3 | -5
CCCC(=O)C1=C(O)C(C(=O)OC)C(C)(C)CC1=Nc1ccncc1 (stereo unspecified) | -8 | 8 | -3 | 4 | 0 | 3 | -2 | -8 | -1 | 4
O=C(Nc1sc2c(c1C(=O)O)CCCC2)c1ccc(Cl)cc1 | -3 | 13 | 3 | 16 | -5 | 1 | -1 | 69* | -1 | -6
COc1ccc(/C=N/NC(=O)C2c3ccccc3Oc3ccccc32)c(OC)c1 | -13 | -13 | 2 | -8 | -1 | -6 | -1 | 5 | 3 | 6
COc1ccc(/C=C/C(=O)c2cc(Br)ccc2OC(=O)c2ccco2)cc1OC | 3 | -1 | 2 | 1 | -1 | -3 | -3 | 2 | -1 | 9
CSc1nnnn1-c1ccc(C)c(Cl)c1 | -1 | 1 | -5 | 3 | -5 | 0 | -3 | -2 | -3 | 0
COc1cc(/C=N/Nc2nc(=O)[nH]nc2C)ccc1O | 2 | 10 | -4 | -4 | 2 | 1 | -3 | -3 | -1 | 7
O=C(CCS(=O)(=O)c1ccc(Cl)cc1)Nc1nccs1 | -8 | -9 | -2 | 7 | -10 | 4 | 2 | 7 | 0 | 1
O=C(Nc1ccc2[nH]c(=O)[nH]c2c1)C(F)(F)F | 2 | -4 | -4 | -4 | 5 | 8 | 2 | 0 | -4 | 4
O=C(NC1CC1)C1=C[C@@H](c2csc3ccccc23)C[C@@H](OCc2ccc(CO)cc2)O1 | 8 | -2 | -7 | -14 | 2 | -1 | 0 | -2 | 0 | -22
COc1cccc(-c2ccc3c(c2)S(=O)(=O)c2cccc(C(=O)O)c2C3=O)c1OC | 1 | -2 | 6 | 5 | -7 | -1 | 1 | 19 | -3 | 5
O=C(c1ccccc1)n1c(=O)cc[nH]c1=O | -2 | -5 | 5 | 2 | -1 | -1 | -1 | 4 | -2 | 3
CC1CCCCN1S(=O)(=O)c1ccc2c(c1)C(C)(C)C(=O)N2C (stereo unspecified) | 1 | 8 | -7 | -1 | 0 | 3 | 3 | -1 | -1 | -4
CC(=NNC(N)=O)C1CC2CCC1CC2 (stereo unspecified) | -1 | 5 | 4 | 7 | -3 | -2 | -4 | 2 | 0 | 2
CCCCCCCC(=O)N/N=C/c1ccncc1 | 1 | 7 | -4 | 2 | -4 | 6 | 1 | -6 | -2 | -10

The list goes on:
Compound | GC-B act | TDP2 inh | TCR CD3 inh | mABHD4 FP | SIAE primary | MBD2 DNA inh | PRMT1 inh | rCAG RNA binder | LEDGF integ inh | HTRA1 inhibitor
O=C(O)c1cc(S(=O)(=O)N(Cc2ccccc2)c2ccccc2Cl)ccc1Cl | 7 | -13 | -2 | 1 | -2 | 3 | 0 | 33 | -5 | -10
O=C1c2ccc(Cl)cc2S(=O)(=O)c2cccc(C(=O)N3CCN(c4ncc(Br)cn4)CC3)c21 | -2 | 5 | 1 | -3 | -1 | -2 | 0 | 5 | 3 | -6
CC(C)(C)OC(=O)C[C@@H]1C/C=C\C[C@@H](CC(=O)N[C@@H](CO)Cc2ccccc2)C(=O)N2CCC[C@@H]2COC1=O | 2 | -2 | 0 | 9 | -3 | -3 | 1 | -5 | 0 | 2
CCOC(=O)c1ccc(NC(=O)CN2C(=O)CCC2=O)cc1 | 4 | 7 | 1 | 1 | 4 | 1 | 1 | -1 | -2 | -3
CC(=O)N1[C@H](C)C=C[C@]1(Cc1ccccc1)C(=O)NCc1cc(F)cc(C(F)(F)F)c1 | 3 | 0 | 7 | -6 | -3 | 3 | -2 | -10 | -1 | -6
CC(=O)N1CCc2cc(S(=O)(=O)NC(C(=O)NC(C)c3ccccc3)C(C)C)ccc21 (stereo unspecified) | 3 | -13 | 2 | 3 | 7 | 2 | -1 | -2 | -1 | 5
Cc1c(C)c2ccc(OCC(=O)N(C)C3CCS(=O)(=O)C3)c(C)c2oc1=O (stereo unspecified) | 1 | 4 | -1 | 1 | 10 | 2 | 3 | -3 | -1 | 1
Cc1cc(CNC(=O)C2CCC(=O)N(CCc3cccc(F)c3)C2)nn1C (stereo unspecified) | -2 | -4 | -10 | 1 | 6 | -4 | 0 | -7 | -1 | -3
COc1ccc(-c2cc(C(F)(F)F)nc(N3CCN(C)CC3)n2)cc1 | 1 | 8 | -2 | -1 | -2 | 1 | -1 | -6 | -2 | -13

Not all compounds are listed; count on the stated rates, not on these rows.
